Source: PubChem
LDHA inh: qHTS assay for inhibitors of human lactate dehydrogenase; activity change, % (values are at about 110 or 230 µM); actives 0.15% (n = 480,000); L-lactate dehydrogenase A chain (Homo sapiens), P00338; purified LDHA, NADH/diaphorase-resazurin fluorescence; stronger effect = lower value; in the data active means activity change below about -30%; inconclusive means mostly about -25% to -30%;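 further: plate controls were DMSO wells for no effect and wells without enzyme for full effect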
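Enzyme activity of human lactate dehydrogenase 5 (2 nM; 0.06 mM NADH, 0.2 mM pyruvate, 5 min, RT) is measured via a resazurin/diaphorase fluorescence readout of residual NADH.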
Vif-A3G inh: qHTS for Inhibitors of Vif-A3G Interactions: qHTS | actives 0.076% (n = 410,000) | AID 602310, 2012 | HeLa A3G-eYFP + Vif (tagged APOBEC3G with the HIV-1 protein that degrades it), YFP fluorescence, overnight | DNA dC->dU-editing enzyme APOBEC-3G (Homo sapiens), Q9HC16 | Potency, µM (highest dose often 46.1 µM), for the others: top-dose activity, negative = active, hits mostly inhibitors;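 further: potency means the concentration at half of the fitted maximal effect; on the % scale 0 is the no-effect control and ±100 the full control effect; nearly all actives have a fitted effect of over 60% in size; hits raise eYFP signal because A3G escapes Vif-driven loss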
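HeLa cells stably expressing Vif and C-terminally eYFP-tagged A3G, seeded overnight at 37 deg C, then exposed to compound by pintool overnight at 37 deg C. Rise in yellow fluorescence (Ex 488/Em 500-530, Acumen) marks blocked Vif-driven A3G degradation.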
TrxR1 substrate: qHTS Assay for Substrates of Mammalian Selenoprotein Thioredoxin Reductase 1 (TrxR1): qHTS; actives 0.01% (n = 390,000); Thioredoxin reductase 1, cytoplasmic (Rattus norvegicus), O89049; purified TrxR1 substrate turnover, NADPH consumption readout; Potency, µM (doses to about 114 µM), for inactives: top-dose activity change, negative = substrate turnover; further: potency means the concentration at half of the fitted maximal effect; on the % scale 0 is the no-effect control and ±100 the full control effect; nearly all actives have a fitted effect of over 50% in size
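Rat TrxR1, dispensed at 90 nM, was prereduced with 400 uM NADPH (final) for 5 min at ~22 deg C, then incubated with compound 15 min before 400 uM selenite. A first-read NADPH fluorescence drop versus no-compound background flagged substrates.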
mIDH1 inhibitor: qHTS for Inhibitors of mutant isocitrate dehydrogenase 1 (IDH1): qHTS; IDH1-R132H enzyme, NADPH consumption, diaphorase/resazurin fluorescence; Potency, µM (doses to about 76.6 µM), without a hit: at the highest dose activity change, negative = inhibition, most hits filed as inhibitors; actives 0.093% (n = 390,000); Isocitrate dehydrogenase [NADP] cytoplasmic (Homo sapiens), O75874; AID 602179, 2012; further: potency means the concentration at half of the fitted maximal effect; on the % scale 0 is the no-effect control and ±100 the full control effect; nearly all actives have a fitted effect of over 65% in size
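IDH1-R132H (0.5 ug/mL dispensed) in pH 7.5 Tris buffer was preincubated 30 min with compound, then given a substrate mix of 0.016 mM NADPH and 2 mM alpha-KG for 80 min at room temperature; remaining NADPH was read by diaphorase/resazurin fluorescence.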
USP1-UAF1 inh: Inhibitors of USP1/UAF1: Primary Screen; recombinant USP1/UAF1, Ub-Rhodamine cleavage fluorescence; Potency, µM (titrated, usually from 57.1 µM), inactives show at the top dose activity change, negative = inhibition, most hits filed as inhibitors; actives 0.23% (n = 390,000); further: potency means the concentration at half of the fitted maximal effect; on the % scale 0 is the no-effect control and ±100 the full control effect; nearly all actives have a fitted effect of over 60% in size; inactives centre near -12
Target sequence (O94782 whole entry, looked up): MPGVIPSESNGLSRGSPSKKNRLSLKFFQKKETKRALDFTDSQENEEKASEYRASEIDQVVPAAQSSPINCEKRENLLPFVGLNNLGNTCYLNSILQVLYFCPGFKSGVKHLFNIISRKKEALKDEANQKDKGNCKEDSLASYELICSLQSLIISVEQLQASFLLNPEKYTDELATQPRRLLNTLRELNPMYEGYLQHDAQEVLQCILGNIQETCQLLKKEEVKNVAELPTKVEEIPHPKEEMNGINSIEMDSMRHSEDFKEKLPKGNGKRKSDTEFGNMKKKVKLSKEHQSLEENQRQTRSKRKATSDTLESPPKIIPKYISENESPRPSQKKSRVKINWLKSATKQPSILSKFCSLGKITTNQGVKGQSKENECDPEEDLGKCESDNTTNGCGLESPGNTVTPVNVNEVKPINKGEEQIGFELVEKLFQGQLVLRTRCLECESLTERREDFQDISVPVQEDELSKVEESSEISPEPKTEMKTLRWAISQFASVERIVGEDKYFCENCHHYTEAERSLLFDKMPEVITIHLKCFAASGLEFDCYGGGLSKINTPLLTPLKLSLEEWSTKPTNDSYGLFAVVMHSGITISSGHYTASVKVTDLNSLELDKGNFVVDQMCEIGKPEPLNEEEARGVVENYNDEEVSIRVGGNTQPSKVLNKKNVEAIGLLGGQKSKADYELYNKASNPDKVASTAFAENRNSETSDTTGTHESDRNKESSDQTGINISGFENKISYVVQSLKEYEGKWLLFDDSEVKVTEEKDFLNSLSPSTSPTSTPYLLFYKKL
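High-throughput fluorogenic screen: 1nM USP1/UAF1 complex, Ub-Rho substrate 150nM final, 50mM HEPES pH 7.8 with 0.5mM EDTA, 0.1 mg/ml BSA, 1mM TCEP and 0.01% Tween-20.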
RXFP1 ag: qHTS Assay for Agonists of the Relaxin Receptor RXFP1; AID 2676, 2010; HEK293T-RXFP1 cAMP TR-FRET, 30 min; response scale: percent of porcine relaxin response, buffer zero; Relaxin receptor 1 (Homo sapiens), Q9HBX9; actives 0.3% (n = 370,000); Potency, µM (titrated, usually from 57.5 µM), for inactives: at the highest dose activation, usual class: activators; further: potency means the concentration at half of the fitted maximal effect; on the % scale 0 is the no-effect control and ±100 the full control effect; nearly all actives have a fitted effect of over 60% in size; many of its hits are not listed in these tables
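Agonist response is measured as cAMP accumulation in an RXFP1-transfected HEK293T line under PDE4 inhibition. Values are scaled between buffer-only and 29 nM porcine relaxin, and EC50s come from standard Hill equation fits.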
Glioma ERSR ind: qHTS for Inducers of the Endoplasmic Reticulum Stress Response (ERSR) in Human Glioma: qHTS; actives 0.02% (n = 420,000); U87-MG GRP78 promoter luciferase reporter, 16 h; AID 602332, 2012; Potency, µM, without a hit: top-dose activation, usual class: activators; further: potency means the concentration at half of the fitted maximal effect; series mostly up to about 76 µM; % of control where 0% means no effect; nearly all actives have a fitted effect of over 35% in size
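Stably transfected U87-MG human glioma cells carrying a GRP78-based luminescent sensor were seeded at 1000 cells/well, pin-dosed with compounds and incubated 16 h. Luciferase reagent was then added, and end-point luminescence was read after 10 min at room temperature.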
PI4K2A block: qHTS for small molecular inhibitors of PI4K2A. actives 0.13% (n = 420,000). activity change, negative = inhibition, % at 76.9 µM. purified PI4K2A, ADP-Glo luminescence, 1 h; stronger effect = lower value. Phosphatidylinositol 4-kinase type 2-alpha (Homo sapiens), Q9BTU6; in the data active means activity change below about -50%; inconclusive means mostly about -30% to -49%;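 further: -100% = wells without enzyme as full effect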
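ADP-Glo luminescence measured ADP generated by PI4K2A enzyme (4 ug/mL before mixing) with 1.2 mM PI substrate (pre-mix) and 300 microM ATP (pre-mix). Tris pH7.5 buffer with MgCl2, Triton X-100; 1 h reaction at ambient temperature.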
Vif-APOBEC3F blk: qHTS for Inhibitors of Vif-A3F Interactions: qHTS | HeLa A3F-eYFP + Vif (tagged APOBEC3F with the HIV-1 protein that degrades it), YFP fluorescence increase | Potency, µM (top dose mostly 46.1 µM), for inactives: at the highest dose activity, negative = active | actives 0.2% (n = 390,000); further: potency means the concentration at half of the fitted maximal effect; % of control where 0% means no effect; nearly all actives have a fitted effect of over 65% in size
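HeLa cells stably expressing Vif plus C-terminally eYFP-tagged A3F were seeded, incubated overnight at 37 deg C, dosed with compound, incubated overnight again at 37 deg C. Yellow fluorescence (Ex 488/Em 500-530) reported blocked Vif-mediated A3F-eYFP degradation.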
* marks the source's active call; other numbers are inactive results; [ ] = dose if it differs, or a comment. Unless noted, the call rests on the fitted dose curve; in most records, active means well fitted curve in the direction sought with a large enough effect; inconclusive means small, poorly fitted or top-dose-only effect, or another doubt; inactive means no such curve, though single readings can be large; an effect the other way counts as inactive or inconclusive. An excerpt; rates above refer to the full screens.

For COc1ccc(C(=O)NCCn2cc(SCC(=O)NCC3CCCO3)c3ccccc32)cc1OC (configuration not stated) the results were LDHA inh -2, Vif-A3G inh 0%, TrxR1 substrate -7%, mIDH1 inhibitor -5%, USP1-UAF1 inh -13%, RXFP1 ag -2.0%, Glioma ERSR ind -2%, PI4K2A block 0 and Vif-APOBEC3F blk 2%.
For Cc1ccc(C(=O)Oc2ccccc2N2C(=O)C3C4CCC(C4)C3C2=O)cc1 (configuration not stated) the results were LDHA inh -1, Vif-A3G inh 0%, TrxR1 substrate 4%, mIDH1 inhibitor 1%, USP1-UAF1 inh -20%, RXFP1 ag 1.2%, Glioma ERSR ind -2%, PI4K2A block -1 and Vif-APOBEC3F blk -13%.
Screening O=C(COC(=O)Cc1n[nH]c(=O)c2ccccc12)NNC(=O)c1ccccc1 returned LDHA inh -7, Vif-A3G inh -1%, TrxR1 substrate -1%[57.1 µM], mIDH1 inhibitor 0%, USP1-UAF1 inh -1%, RXFP1 ag -0.5%, Glioma ERSR ind 3%, PI4K2A block 0 and Vif-APOBEC3F blk -14%.
`O=C(CN1C(=O)/C(=C/c2ccc(F)cc2)SC1=S)NC1CCS(=O)(=O)C1` (configuration not stated) gave LDHA inh -11, Vif-A3G inh 0%, TrxR1 substrate -4%, mIDH1 inhibitor -12%, USP1-UAF1 inh -16%, RXFP1 ag -2.6%, Glioma ERSR ind -2%, PI4K2A block -2 and Vif-APOBEC3F blk -11%.
CC(C)OC(=O)CC(=O)CSc1nc2c(c(-c3cccs3)c1C#N)CCC2 was read as LDHA inh -18, Vif-A3G inh -7%, TrxR1 substrate -1%, mIDH1 inhibitor 0%, USP1-UAF1 inh -25%, RXFP1 ag 6.6%, Glioma ERSR ind -4%, PI4K2A block -3 and Vif-APOBEC3F blk -6%.
`Cc1ccc(NC(=O)C2CCCN2S(=O)(=O)c2cccc3nsnc23)c(Br)c1` (configuration not stated) gave LDHA inh -6, Vif-A3G inh 0%, TrxR1 substrate -1%, mIDH1 inhibitor -5%, USP1-UAF1 inh inconclusive, RXFP1 ag 0.4%, Glioma ERSR ind -2%, PI4K2A block 1 and Vif-APOBEC3F blk 0%.
CC(C)CNC(=O)c1ccccc1NC(=O)c1ccc(CSc2ccccc2)cc1 was read as LDHA inh -2, Vif-A3G inh 0%, TrxR1 substrate 4%, mIDH1 inhibitor -1%, USP1-UAF1 inh -12%, RXFP1 ag 2.0%, Glioma ERSR ind 0%, PI4K2A block -6 and Vif-APOBEC3F blk -13%.
For O=C(NN1C(=O)c2ccccc2C1=O)C1C2CCCCC21 (configuration not stated) the results were LDHA inh -5, Vif-A3G inh 0%, TrxR1 substrate -14%, mIDH1 inhibitor -1%, USP1-UAF1 inh 2%, RXFP1 ag 2.5%, Glioma ERSR ind -2%, PI4K2A block 0 and Vif-APOBEC3F blk 5%.
For CCN(Cc1ccccc1)C(=O)c1ccc(C)c(S(=O)(=O)N2CCCCC2)c1 the results were LDHA inh 0, Vif-A3G inh 4%, TrxR1 substrate 4%, mIDH1 inhibitor 12%, USP1-UAF1 inh -24%, RXFP1 ag 2.2%, Glioma ERSR ind -6%, PI4K2A block -6 and Vif-APOBEC3F blk -8%.
`Cc1nnc(N2C(=O)C(O)=C(C(=O)c3ccco3)C2c2ccc(C(C)C)cc2)s1` (configuration not stated) gave LDHA inh 1, Vif-A3G inh -13%, TrxR1 substrate -3%, mIDH1 inhibitor 15%, USP1-UAF1 inh -10%, RXFP1 ag 21%, Glioma ERSR ind -2%, PI4K2A block 0 and Vif-APOBEC3F blk -6%.
`O=C(Nc1ccc(N2CCCC2)cc1)c1ccc(Br)o1` gave LDHA inh 9, Vif-A3G inh -1%, TrxR1 substrate 3%, mIDH1 inhibitor 3%, USP1-UAF1 inh -8%, RXFP1 ag -0.3%, Glioma ERSR ind 9%, PI4K2A block -7 and Vif-APOBEC3F blk 1%.
For Cc1nn(CC(=O)N2N=C(C(F)F)CC2(O)C(F)F)c(C)c1[N+](=O)[O-] (configuration not stated) the results were LDHA inh 0, Vif-A3G inh -1%, TrxR1 substrate 2%, mIDH1 inhibitor -1%, USP1-UAF1 inh -10%, RXFP1 ag -0.4%, Glioma ERSR ind -4%, PI4K2A block 1 and Vif-APOBEC3F blk -16%.
Screening CCCCN1CCc2c([nH]c3ccccc23)C1=O returned LDHA inh -2, Vif-A3G inh -5%, TrxR1 substrate 28%[57.1 µM], mIDH1 inhibitor 5%, USP1-UAF1 inh -3%, RXFP1 ag 0.1%, Glioma ERSR ind -3%, PI4K2A block 3 and Vif-APOBEC3F blk 1%.
`CCOC(=O)c1nn(-c2cc(C(=O)OC)cc(C(=O)OC)c2)cc1O` gave LDHA inh 2, Vif-A3G inh 1%, TrxR1 substrate 7%, mIDH1 inhibitor 2%, USP1-UAF1 inh -3%, RXFP1 ag 0.4%, Glioma ERSR ind 0%, PI4K2A block 3 and Vif-APOBEC3F blk -4%.
COc1ccc(NC(=S)Nc2cc(C)cc(C)n2)cc1OC was read as LDHA inh -6, Vif-A3G inh 0%, TrxR1 substrate -11%, mIDH1 inhibitor 1%, USP1-UAF1 inh -11%, RXFP1 ag -0.6%, Glioma ERSR ind 1%, PI4K2A block 1 and Vif-APOBEC3F blk -13%.
For COc1cc2c(C(=O)NCCN(C)C)cn(CC(C)C)c(=O)c2cc1OC the results were LDHA inh -5, Vif-A3G inh -9%, TrxR1 substrate 4%, mIDH1 inhibitor -9%, USP1-UAF1 inh -20%, RXFP1 ag 4.3%, Glioma ERSR ind -1%, PI4K2A block 2 and Vif-APOBEC3F blk 2%.
`CCC[C@H]1CN(c2ccccc2)C(=O)[C@@H]1CC(=O)Nc1ccc(OC)cc1` gave LDHA inh -2, Vif-A3G inh 4%, mIDH1 inhibitor 6%, USP1-UAF1 inh -8%, Glioma ERSR ind -2%, PI4K2A block 7 and Vif-APOBEC3F blk -2%.
`COc1ccc(C2(C(=O)NCCc3ccccc3)CCCC2)cc1OC` gave LDHA inh -3, Vif-A3G inh 2%, TrxR1 substrate 0%, mIDH1 inhibitor -13%, USP1-UAF1 inh -14%, RXFP1 ag -4.0%, Glioma ERSR ind -2%, PI4K2A block 0 and Vif-APOBEC3F blk 0%.
For Cc1ccc(S(=O)(=O)Cc2nc(-c3ccc(C(=O)NCCCOC(C)C)cc3)oc2C)cc1 the results were LDHA inh -1, Vif-A3G inh 2%, TrxR1 substrate 43%[activator], mIDH1 inhibitor 15%, USP1-UAF1 inh inconclusive, RXFP1 ag -0.3%, Glioma ERSR ind 7%, PI4K2A block 6 and Vif-APOBEC3F blk 2%.
Screening O=C1NC2(NN1c1ccccc1)C1CC3CC(C1)CC2C3 (configuration not stated) returned LDHA inh 0, Vif-A3G inh 0%, TrxR1 substrate 3%, mIDH1 inhibitor 7%, USP1-UAF1 inh -16%, RXFP1 ag 0.1%, Glioma ERSR ind 4% and PI4K2A block 9.
For COC(=O)NCc1ccc2c(c1)OCO2 the results were LDHA inh -2, Vif-A3G inh -5%, TrxR1 substrate -5%, mIDH1 inhibitor 2%, USP1-UAF1 inh -13%, RXFP1 ag -1.0%, Glioma ERSR ind -5%, PI4K2A block -5 and Vif-APOBEC3F blk 5%.
Screening O=S(=O)(c1ccccc1Cl)N1CCC(O)(c2cccnc2)CC1 returned LDHA inh 0, Vif-A3G inh 3%, TrxR1 substrate 7%[57.1 µM], mIDH1 inhibitor 7%, USP1-UAF1 inh inconclusive, RXFP1 ag -0.7%, Glioma ERSR ind -5%, PI4K2A block 1 and Vif-APOBEC3F blk 5%.
Screening CN(CCN(C)C(=O)c1[nH]cnc1C(=O)Nc1ccccc1)C(=O)c1[nH]cnc1C(=O)Nc1ccccc1 returned LDHA inh -13, Vif-A3G inh -4%, TrxR1 substrate 2%[57.1 µM], mIDH1 inhibitor 24%, USP1-UAF1 inh -23%, Glioma ERSR ind -3%, PI4K2A block -4 and Vif-APOBEC3F blk 4%.
Screening CC1CCN(C(=O)c2cc(S(=O)(=O)N3CCCCC3)c[nH]2)CC1 returned LDHA inh -3, Vif-A3G inh 2%, TrxR1 substrate 3%, mIDH1 inhibitor 3%, USP1-UAF1 inh -26%, RXFP1 ag -0.2%, Glioma ERSR ind -3%, PI4K2A block -4 and Vif-APOBEC3F blk -2%.
